Screening results (PubChem)
UbGFP stabilizer: ubiquitin-GFP accumulation via proteasome inhibition; Ubiquitin-GFP reporter cells, proteasome inhibition, GFP fluorescence; response scale: untreated = 0%, 10 µM MG-132 = 100%; Potency, µM (highest dose often 45.9 µM), inactives show top-dose activation (GFP accumulation), hits mostly activators; 67,000 tested, under 10 active; AID 526; active = well fitted activation curve with a large enough effect, not every such curve was filed as active; inconclusive = small, poorly fitted or top-dose-only effect, or another doubt; inactive = no such curve, though single readings can be large or run the other way; note: potency is the fitted concentration of half-maximal effect
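U2OS cells stably expressing ubiquitin(G76V)-GFP, seeded overnight in 0.5% FBS medium, were exposed to compounds (qHTS, 46 uM to 2.9 nM) for 4 hr at 37 °C. GFP-positive cells were counted by laser cytometry (488 ex/515 em), normalized between basal and 10 uM MG-132.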
GFP derepression: epigenetic GFP locus derepression in mouse cells. mouse C127i GFP locus derepression, cytometry, 30 h. Potency, µM (doses to about 46.1 µM), without a hit: at the top dose GFP derepression (activation). 68,000 compounds, 0.09% hits; note: % of control where 0% means no effect
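Murine C127i mammary cells carrying a silenced, stably integrated CMV-driven GFP reporter were treated with compound for 30 hours at 37 C. After PBS washes, GFP-positive cells were counted by laser-scanning microplate cytometry.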
FLuc inh: blocks Photinus pyralis firefly luciferase activity; AID 411; 72,000 compounds, 2.2% hits; purified firefly luciferase, luminescence, 8 min; Potency, µM (series often up to 57.1 µM), for inactives: top-dose activity change, negative = inhibition, actives largely listed as inhibitors; P08659; note: potency is the fitted concentration of half-maximal effect; % is set by controls: 0 for no effect and ±100 for the full control effect; nearly all actives have a fitted effect of over 40% in size
Target sequence (P08659 whole entry, looked up): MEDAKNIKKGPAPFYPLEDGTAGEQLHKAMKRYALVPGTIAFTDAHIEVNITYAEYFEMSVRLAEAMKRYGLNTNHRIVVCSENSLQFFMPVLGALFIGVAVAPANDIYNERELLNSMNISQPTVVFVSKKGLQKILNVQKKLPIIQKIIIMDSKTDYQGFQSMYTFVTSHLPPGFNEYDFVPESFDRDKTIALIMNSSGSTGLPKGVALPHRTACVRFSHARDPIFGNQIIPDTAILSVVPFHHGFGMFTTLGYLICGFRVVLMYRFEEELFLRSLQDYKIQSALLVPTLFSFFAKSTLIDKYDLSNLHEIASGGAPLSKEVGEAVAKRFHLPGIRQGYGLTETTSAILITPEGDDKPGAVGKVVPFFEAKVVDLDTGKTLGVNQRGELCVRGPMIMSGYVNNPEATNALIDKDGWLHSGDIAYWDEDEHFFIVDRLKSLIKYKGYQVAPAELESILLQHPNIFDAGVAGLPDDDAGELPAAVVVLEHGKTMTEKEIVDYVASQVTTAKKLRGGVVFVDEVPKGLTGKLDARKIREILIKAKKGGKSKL
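Substrate buffer containing 10 uM ATP (pH 7.2 imidazole, Mg2+, KCl, detergent, BSA) is dispensed, compound pinned in, then luciferase/luciferin detector mix added. After 8 min at ambient temperature, light output is measured.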
Hsp90 Hop PPI: changes Hsp90-Hop TPR2A binding signal, up or down; AlphaScreen TPR2A-His6 binding biotin-Hsp90 C-terminal peptide; Potency, µM (top dose mostly 57 µM), for inactives: top-dose activity change, negative = inhibition; 71,000 compounds, 0.44% hits; AID 595; active = well fitted curve in either direction with a large enough effect; inconclusive = small, poorly fitted or top-dose-only effect, or another doubt; note: potency is the fitted concentration of half-maximal effect; % is set by controls: 0 for no effect and ±100 for the full control effect; many of its hits are not listed in these tables
Texas Red fluor: Texas Red region autofluorescence | max dye-equivalent concentration, M | AID 587 | 59,000 compounds, 0.06% hits | Compound fluorescence, Texas Red channel, 547/618 nm; stronger effect = higher value; in the data active = max dye-equivalent concentration above about 10 nM; inconclusive = between about 1.1 nM and that limit
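Compound fluorescence was read after 15 min at room temperature in 100 mM Tris, pH 8.0, using 547 nm excitation and 618 nm emission across a concentration series. It was expressed as Texas Red dye-equivalent concentration from an on-plate standard curve.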
ERK AVP inh: inhibitors of vasopressin-stimulated ERK signaling pathway; HEK293-V1b, vasopressin-stimulated pERK AlphaScreen; Potency, µM (highest dose often 57.5 µM), inactives show at the top dose activity, negative = inhibition, actives largely listed as inhibitors; 72,000 compounds, 0.99% hits; AID 995; note: potency is the fitted concentration of half-maximal effect; % is set by controls: 0 for no effect and ±100 for the full control effect; nearly all actives have a fitted effect of over 55% in size
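Phosphorylated ERK1/2 detected via AlphaScreen bead proximity in lysates of V1b-expressing HEK293 cells given 25 nM vasopressin for 5 min after 30 min compound exposure (37 °C). AC50 from Hill equation; basal DMSO 0%, vasopressin 100%.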
A350 autofl: compound fluoresces in the Alexa 350 spectral region | 59,000 compounds, 11% hits | Compound autofluorescence, 340/450 nm, Alexa 350 dye-equivalents; stronger effect = higher value | max dye-equivalent concentration, M | AID 590; in the data active = max dye-equivalent concentration above about 10 nM; inconclusive = mostly about 1.1 nM to 9.6 nM
Fluorescein fluor: compound autofluorescence in fluorescein spectral region; max fluorescein-equivalent concentration, M; Compound autofluorescence, 480/540 nm, fluorescein-equivalent; stronger effect = higher value; 59,000 compounds, 0.91% hits; in the data active = max fluorescein-equivalent concentration above about 10 nM; inconclusive = between about 1.1 nM and that limit
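Compounds (23 nL) in 100 mM Tris pH 8.0, 15 min at room temperature, then fluorescence read at 480 nm excitation/540 nm emission. Signal converted to fluorescein-equivalent concentration from an on-plate fluorescein standard curve.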
CRE Fsk mod: modulators of forskolin-stimulated CRE signaling in CHO cells | 71,000 compounds, 2.5% hits | CHO CRE-bla reporter (cAMP response element driving beta-lactamase), forskolin EC10, beta-lactamase ratio | Potency, µM (highest dose often 38.2 µM), for inactives: at the top dose activity change, negative = inhibition, most hits filed as activators; active = well fitted activation curve with a large enough effect in the signal ratio, with a control signal flat, not every such curve was filed as active; inconclusive = small, poorly fitted or top-dose-only effect, or effect the other way, or a change in a side signal; the % refers to the signal ratio; note: potency is the fitted concentration of half-maximal effect; % of control where 0% means no effect
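Modulation of forskolin-driven signalling is measured in CHO cells carrying a CRE-controlled beta-lactamase reporter. Cells are stimulated with EC10 NKH 477 in the presence of titrated compound for 3 h at 37 °C, then loaded with CCF4 for 2 h at room temperature.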
4-MU autofl: compound fluoresces in the 4-MU spectral region | max dye-equivalent concentration, M | compound autofluorescence, 340/450 nm, 4-MU equivalents; stronger effect = higher value | 59,000 compounds, 11% hits; in the data active = max dye-equivalent concentration above about 10 nM; inconclusive = mostly about 1.1 nM to 9.6 nM
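Compounds in 100 mM Tris, pH 8.0, sat 15 min at room temperature before fluorescence was read at 340 nm excitation/450 nm emission; a per-plate six-point 4-MU standard curve converted signals to dye-equivalent concentration at each compound concentration.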
HBB splice mod: hemoglobin beta splicing modulation; 65,000 compounds, 0.06% hits; Potency, µM (top dose mostly 46.1 µM), inactives show top-dose activation, most hits filed as activators; HBB splicing reporter cell assay, activation; EGFP reporter with mutant IVS2-654 intron; response scale: normalised to 500 nM splice-correcting PNA; AID 925; note: potency is the fitted concentration of half-maximal effect; 0% is about no effect
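HeLa cells stably expressing EGFP interrupted by mutant beta-globin intron 2 (IVS2-654), 500/well in 2% FCS. Treated with compound for 2 days at 37C. Splicing correction scored as total well GFP intensity (488 nm excitation, 500-520 nm emission); 500 nM antisense PNA served as control.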
* hit, by the source's call; [ ] = dose if it differs, or a comment. Unless noted, calls come from the whole dose curve; as a rule, active = well fitted curve in the direction sought with a large enough effect; inconclusive = small, poorly fitted or top-dose-only effect, or another doubt; inactive = no such curve, though single readings can be large; an effect the other way counts as inactive or inconclusive. These rows are one share of the data; count on the stated rates, not on these rows.

`CC(C)CC(NS(=O)(=O)c1ccc2c(c1)oc(=O)n2C)C(=O)N1CC=C(c2ccccc2)CC1` (stereo unspecified) gave UbGFP stabilizer 4%, FLuc inh 1%, Hsp90 Hop PPI -3%[2.3 µM], ERK AVP inh 9%, CRE Fsk mod -7% and HBB splice mod -1.1%.
Cc1ccc(-n2c(Cc3cccn3C)nnc2SCC(=O)NCc2ccco2)cc1 was read as UbGFP stabilizer -19%, GFP derepression 0%, FLuc inh 1%, Hsp90 Hop PPI -11%, Texas Red fluor inactive, ERK AVP inh 14%, A350 autofl inactive, Fluorescein fluor inactive, CRE Fsk mod -7%, 4-MU autofl inactive and HBB splice mod -1.4%.
COc1ccc(OCCOC(=O)Nc2ccccc2)cc1 was read as UbGFP stabilizer -9%, GFP derepression 3%, FLuc inh 0%, Hsp90 Hop PPI 6%, ERK AVP inh 2%, CRE Fsk mod -2% and HBB splice mod -1.7%.
Screening Cc1cccc(NC(=O)c2oc3c(c2C)C(=O)CC(C)(C)C3)n1 returned UbGFP stabilizer -1%, GFP derepression -2%, FLuc inh -5%, Hsp90 Hop PPI 0%, Texas Red fluor inconclusive, ERK AVP inh -16%, A350 autofl inactive, Fluorescein fluor inactive, CRE Fsk mod 16%, 4-MU autofl inactive and HBB splice mod -0.4%.
Cn1cccc1C(=O)N1CCC2(CCCN(c3ccccc3)C2)CC1 was read as UbGFP stabilizer -11%, GFP derepression 0%[9.22 µM], FLuc inh 0%[11.4 µM], Hsp90 Hop PPI inconclusive, Texas Red fluor inactive, ERK AVP inh -26%, A350 autofl inactive, Fluorescein fluor inconclusive, CRE Fsk mod -7%, 4-MU autofl inactive and HBB splice mod 4.8%.
Screening COc1ccc(NC2=NC3(CCCCC3)N=C(N)N2)cc1 returned UbGFP stabilizer -11%, GFP derepression -2%, FLuc inh -1%, Hsp90 Hop PPI -12%, Texas Red fluor inactive, ERK AVP inh 3%, A350 autofl inactive, Fluorescein fluor inconclusive, CRE Fsk mod 2%, 4-MU autofl inactive and HBB splice mod -1.3%.
Cn1c(=O)c(-c2cc(F)cc(F)c2)nc2cncnc21 was read as UbGFP stabilizer 3%, GFP derepression 13%[9.22 µM], FLuc inh 2%[11.4 µM], Hsp90 Hop PPI -4%, Texas Red fluor inactive, ERK AVP inh 6%, A350 autofl inconclusive, Fluorescein fluor inactive, CRE Fsk mod inconclusive, 4-MU autofl inconclusive and HBB splice mod -0.7%.
`CCOC(=O)c1c(C)c(C(=O)N2CCCCCC2)c(C)n1CC` gave UbGFP stabilizer 8%, GFP derepression -4%, FLuc inh -2%, Hsp90 Hop PPI -3%, Texas Red fluor inactive, ERK AVP inh -15%, A350 autofl inactive, Fluorescein fluor inactive, CRE Fsk mod 12%, 4-MU autofl inactive and HBB splice mod -0.9%.
Screening CC1(C)C2CCC1(C)C(OC(=O)CCn1ccnc1)C2 (stereo unspecified) returned UbGFP stabilizer -3%, GFP derepression 2%, FLuc inh 3%, Hsp90 Hop PPI -1%, Texas Red fluor inactive, ERK AVP inh -8%, A350 autofl inactive, Fluorescein fluor inactive, CRE Fsk mod 13%, 4-MU autofl inactive and HBB splice mod -3.7%[57.5 µM].
`COc1ccc(N2CC(C)Cn3c2nc2c3c(=O)n(CCc3ccccc3)c(=O)n2C)cc1` (stereo unspecified) gave UbGFP stabilizer -4%, GFP derepression 7%, FLuc inh 3%, Hsp90 Hop PPI 6%, Texas Red fluor inactive, ERK AVP inh -23%, A350 autofl inactive, Fluorescein fluor inactive, CRE Fsk mod inconclusive, 4-MU autofl inactive and HBB splice mod -5.8%[57.5 µM].
`Cc1sc2ncnc(SCC(=O)N3CCCC3=O)c2c1C` gave UbGFP stabilizer 1%, GFP derepression 2%, FLuc inh -1%, Hsp90 Hop PPI 1%, Texas Red fluor inactive, ERK AVP inh 7%, A350 autofl inactive, Fluorescein fluor inactive, CRE Fsk mod inconclusive, 4-MU autofl inactive and HBB splice mod 0.0%[57.5 µM].
`O=C(OC1CCOC1=O)c1cncc(Br)c1` (stereo unspecified) gave UbGFP stabilizer 0%, GFP derepression 1%, FLuc inh -4%, Hsp90 Hop PPI -2%, Texas Red fluor inconclusive, ERK AVP inh -10%, A350 autofl inactive, Fluorescein fluor inconclusive, CRE Fsk mod inconclusive, 4-MU autofl inactive and HBB splice mod -0.1%.
For Cc1cc(C(C)(C)C)cc(CNC2CCCCC2)c1O the results were UbGFP stabilizer -6%[9.17 µM], GFP derepression 2%[9.22 µM], FLuc inh -1%[11.4 µM], Hsp90 Hop PPI 1%[11 µM], Texas Red fluor inactive, ERK AVP inh -4%[11.5 µM], A350 autofl inactive, Fluorescein fluor inconclusive, CRE Fsk mod -3%[7.6 µM], 4-MU autofl inactive and HBB splice mod 4.1%[9.22 µM].
Cc1occc1C(=O)Nc1ccc2ccccc2c1 was read as UbGFP stabilizer 11%, GFP derepression -2%, FLuc inh 20µM*, Hsp90 Hop PPI -1%, ERK AVP inh -30%, CRE Fsk mod -10% and HBB splice mod 3.7%.
Cc1ccc(Nc2nc(C(=O)NCCCN3CCOCC3)cs2)cc1 was read as UbGFP stabilizer -9%, GFP derepression 0%, FLuc inh -13%, Hsp90 Hop PPI -5%, Texas Red fluor inconclusive, ERK AVP inh -4%, A350 autofl inactive, Fluorescein fluor inactive, CRE Fsk mod 18%, 4-MU autofl inactive and HBB splice mod 0.8%.
For CNC(=O)C1CC(=O)N(Cc2ccccc2)C(=Nc2ccc(OC)cc2)S1 (stereo unspecified) the results were GFP derepression 6%[20.6 µM], FLuc inh 0%[25.5 µM], Texas Red fluor inactive, A350 autofl inactive, Fluorescein fluor inactive and 4-MU autofl inactive.
For Cc1ccc(C)n1NC(=O)c1ccc(Cl)cc1Cl the results were UbGFP stabilizer 2%, GFP derepression 2%, FLuc inh -1%, Hsp90 Hop PPI -7%, Texas Red fluor inconclusive, ERK AVP inh -11%, A350 autofl inactive, Fluorescein fluor inactive, CRE Fsk mod -8%, 4-MU autofl inactive and HBB splice mod -0.2%.
Screening N#CCSc1nnc(-c2cccnc2)n1-c1ccccc1 returned UbGFP stabilizer 6%, GFP derepression 0%, FLuc inh 4%, Hsp90 Hop PPI -1%, Texas Red fluor inactive, ERK AVP inh 24%, A350 autofl inactive, Fluorescein fluor inactive, CRE Fsk mod 2% and 4-MU autofl inactive.
For Cc1cc(C)c(C#N)c(N2CCSCC2)n1 the results were UbGFP stabilizer -5%, GFP derepression 2%, FLuc inh 1%, Hsp90 Hop PPI inconclusive, Texas Red fluor inactive, ERK AVP inh 12%, A350 autofl 5.9e-08M*, Fluorescein fluor inactive, CRE Fsk mod inconclusive, 4-MU autofl 5e-08M* and HBB splice mod -3.5%[57.5 µM].
For COc1ccc(CCN2C(=O)c3[nH]nc(-c4ccccc4O)c3C2c2cccc(O)c2)cc1OC (stereo unspecified) the results were UbGFP stabilizer -5%, GFP derepression 2%, FLuc inh 0%, Hsp90 Hop PPI -12%, Texas Red fluor inconclusive, ERK AVP inh -14%, A350 autofl inactive, Fluorescein fluor inactive, CRE Fsk mod 24%, 4-MU autofl inactive and HBB splice mod -2.2%[0.369 µM].
Cc1ccc(N(C(=O)CC2NC(=O)NC2=O)C2(C(=O)NC3CCCC3)CCCCC2)cc1 (stereo unspecified) was read as UbGFP stabilizer 5%, GFP derepression 3%, FLuc inh -2%, Hsp90 Hop PPI 2%, Texas Red fluor inactive, ERK AVP inh 29%, A350 autofl inactive, Fluorescein fluor inactive, CRE Fsk mod -27%, 4-MU autofl inactive and HBB splice mod -1.5%.
Cc1ccc(CNc2nc3ccccc3n3nnnc23)cc1 was read as UbGFP stabilizer -10%, GFP derepression -2%, FLuc inh 0%, Hsp90 Hop PPI -5%, Texas Red fluor inactive, ERK AVP inh inconclusive, A350 autofl inconclusive, Fluorescein fluor inconclusive, CRE Fsk mod inconclusive, 4-MU autofl inconclusive and HBB splice mod -2.5%.
`O=C(Nc1cccnc1)c1cc(-c2ccc(Br)cc2)on1` gave UbGFP stabilizer 5%, FLuc inh -29%, Hsp90 Hop PPI 1%, CRE Fsk mod -10% and HBB splice mod 1.1%.
Screening CN(CCc1ccccn1)Cc1ccc(Cl)cc1 returned UbGFP stabilizer 2%, GFP derepression 0%, FLuc inh 1%, Hsp90 Hop PPI -2%, Texas Red fluor inactive, ERK AVP inh -6%, A350 autofl inactive, Fluorescein fluor inconclusive, CRE Fsk mod 3%, 4-MU autofl inactive and HBB splice mod 1.7%.
